Screening data (PubChem)
PRMT1 FP inh – inhibitors of human PRMT1. Q99873. AID 652257. inhibition, % at 2.79 µM. 1.3% of 370,000 active. recombinant PRMT1, activity-based probe fluorescence polarization;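 active means inhibition above about 21% made by adding two undisclosed values, limit read from the data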
SIAE primary – blocks human sialic acid acetylesterase; Q9HAT2; SIAE FP-Rh probe binding, fluorescence polarization; inhibition, % at 9.66 µM; 0.69% of 370,000 active; AID 1053197;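 active means inhibition above a cutoff: mean of compounds within the control limits plus 3 SD of those, cut at about 17% in these data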;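 further: 0% = plate median of compound wells and 100% = probe without SIAE protein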
HTRA1 inh – inhibitors of human serine peptidase HTRA1; Q92743; recombinant HTRA1, FP-rhodamine activity-based probe, fluorescence polarization; inhibition, % at 5.96 µM; 0.5% of 340,000 active; in the data active means inhibition above about 36%;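 further: 0% = enzyme with DMSO and 100% = wells lacking enzyme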
Target sequence (Q92743 whole entry, looked up): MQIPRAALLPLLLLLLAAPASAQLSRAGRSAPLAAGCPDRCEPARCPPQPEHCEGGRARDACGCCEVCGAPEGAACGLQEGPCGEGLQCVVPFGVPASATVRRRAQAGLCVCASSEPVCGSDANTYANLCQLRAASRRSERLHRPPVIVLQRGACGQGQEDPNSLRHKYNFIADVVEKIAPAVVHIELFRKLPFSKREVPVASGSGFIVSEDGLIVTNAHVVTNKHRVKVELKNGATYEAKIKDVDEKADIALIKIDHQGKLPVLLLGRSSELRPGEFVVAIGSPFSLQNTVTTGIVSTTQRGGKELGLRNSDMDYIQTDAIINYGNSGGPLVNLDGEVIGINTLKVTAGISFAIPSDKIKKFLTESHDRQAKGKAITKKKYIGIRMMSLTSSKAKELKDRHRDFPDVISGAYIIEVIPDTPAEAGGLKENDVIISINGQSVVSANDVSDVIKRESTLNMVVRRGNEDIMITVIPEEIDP
LEDGF integ inh – blocks HIV-1 LEDGF/p75-dependent DNA integration; TR-FRET IN-LEDGF/p75 DNA integration, Eu/Cy5; inhibition, % at 3.7 µM; 0.64% of 370,000 active;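 active means inhibition above the screen-wide mean plus 3 SD, cut at about 13% in these data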;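 further: signal is the Cy5 over europium emission ratio at 671 and 618 nm; 0% = plate median of compound wells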
TDP2 inh – blocks human TDP2 phosphodiesterase activity | O95551 | recombinant TDP2, T5PNP hydrolysis, p-nitrophenol absorbance 415 nm | inhibition, % at 12.8 µM | 0.34% of 370,000 active;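 active means inhibition above the mean of all tested compounds plus 3 SD, set per campaign, cut at about 25% in these data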;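 further: 0% = DMSO with enzyme and 100% = buffer with substrate but no TDP2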
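Test system: human TDP2 enzyme; Input: 120 nM TDP2 per well; Buffer or medium: Mg2+-containing Tris-HCl buffer, pH 7.5; Reagent: 5 mM T5PNP; Dosing: 12.8 µM single point, 1% DMSO; Incubation: reaction 2 h, 37 °C; Detection: p-Nitrophenol epi absorbance; Read-out: % inhibition relative to enzyme-containing and enzyme-free wells; Replicates: single well per compound.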
GC-B act – GC-B (human) receptor activation. HEK293-GC-B cells, CNP EC30, cGMP TR-FRET; 0% at EC30 CNP, 100% saturating CNP. activation, % at 10 µM. 0.11% of 370,000 active. AID 1920062;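 active means activation at 10 µM reaching about 35% in either raw or pattern-adjusted values, limit read from the data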
rCAG RNA binder – binds r(CAG) RNA repeats | inhibition, % at 3 µM | r(CAG) RNA repeat, TO-PRO-1 dye displacement fluorescence | 1.3% of 370,000 active | AID 651821;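 active means inhibition above the plate cutoff, the mean of all test compounds on that plate plus 3 SD, cut at about 35% in these data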;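 further: 0% = DMSO alone and 100% = 100 µM mitoxantrone as full dye displacement; higher means more dye released from RNA so lower well fluorescence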
MBD2 inh – MBD2-methylated oligo binding inhibition; AID 686964; 0.31% of 370,000 active; TR-FRET, MBD2 binding to methylated oligonucleotide; inhibition, % at 4.4 µM; in the data active means inhibition above about 13%
Target sequence (Q9UBB5 whole entry, looked up): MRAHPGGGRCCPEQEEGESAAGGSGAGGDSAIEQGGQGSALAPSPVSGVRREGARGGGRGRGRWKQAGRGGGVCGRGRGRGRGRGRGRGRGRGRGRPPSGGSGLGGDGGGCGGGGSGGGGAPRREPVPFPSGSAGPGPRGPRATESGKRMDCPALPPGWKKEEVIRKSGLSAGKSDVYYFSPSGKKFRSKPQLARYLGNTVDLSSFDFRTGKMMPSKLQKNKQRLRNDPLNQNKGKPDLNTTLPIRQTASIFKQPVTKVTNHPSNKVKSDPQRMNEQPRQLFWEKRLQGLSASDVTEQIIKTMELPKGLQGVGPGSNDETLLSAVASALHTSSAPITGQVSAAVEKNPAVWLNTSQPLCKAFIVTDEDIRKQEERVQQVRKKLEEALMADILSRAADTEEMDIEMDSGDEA
ABHD4 inh – inhibitors of mouse ABHD4 | inhibition, % at 8.92 µM | AID 720543 | 0.54% of 370,000 active | purified mABHD4, FP-Rh probe fluorescence polarization | Q8VD66;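 active means inhibition exceeding the mean over every tested compound plus 3 SD, cut at about 30% in these data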;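 further: 0% = plate median of compound wells and 100% = S159A mutant with DMSO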
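Test system: mouse ABHD4 enzyme, wild type. Reagent: FP-Rh fluorescent activity-based probe, added after compound pre-incubation. Timing: pre-incubation 45 min, probe exposure 60 min, at 25 °C. Technique: FP readout, ex 525 nm / em 598 nm. Benchmarks: high control S159A mutant with DMSO, low control median of compound wells.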
TCR-CD3 inh – human TCR-CD3 binding inhibition. TAMRA-labeled TCR probe fluorescence, biochemical. inhibition, % at 9.4 µM. 0.37% of 360,000 active; in the data active means inhibition above about 19%;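 further: recombinant mutant TCR 2C K166C tagged with TAMRA read by polarization; 0% = receptor in buffer alone and 100% = receptor with positive control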
* hit, by the source's call; . = no result given.

Start of the listing, in advance, 4 compounds:
SMILES	PRMT1 FP inh	SIAE primary	HTRA1 inh	LEDGF integ inh	TDP2 inh	GC-B act	rCAG RNA binder	MBD2 inh	ABHD4 inh	TCR-CD3 inh
Cc1ccc(NC(=O)CSC(C)C(=O)OC(C)C(=O)NC2CCCCC2C)cc1 (centres undefined)	-2	-8	-13	-1	-8	-5	-10	-6	1	-3
COc1ccc(NC(=O)Cc2cccc3ccccc23)cc1	-1	10	-9	8	-9	1	5	-1	-6	-3
CCCc1nc2sc(C(=O)OCC)c(N)c2c2c1COC(C)(C)C2	1	-2	15	0	0	-6	-2	4	5	-2
COc1cc(/C=N/N=C2/NC(=O)C(Cc3ccccc3)S2)ccc1O (centres undefined)	1	7	2	0	3	-4	15	-2	-1	7

The list itself, from the start:
SMILES	PRMT1 FP inh	SIAE primary	HTRA1 inh	LEDGF integ inh	TDP2 inh	GC-B act	rCAG RNA binder	MBD2 inh	ABHD4 inh	TCR-CD3 inh
Cc1ccc(NC(=O)CSC(C)C(=O)OC(C)C(=O)NC2CCCCC2C)cc1 (centres undefined)	-2	-8	-13	-1	-8	-5	-10	-6	1	-3
COc1ccc(NC(=O)Cc2cccc3ccccc23)cc1	-1	10	-9	8	-9	1	5	-1	-6	-3
CCCc1nc2sc(C(=O)OCC)c(N)c2c2c1COC(C)(C)C2	1	-2	15	0	0	-6	-2	4	5	-2
COc1cc(/C=N/N=C2/NC(=O)C(Cc3ccccc3)S2)ccc1O (centres undefined)	1	7	2	0	3	-4	15	-2	-1	7
CCC(C(=O)Nc1cccnc1)n1c(=O)[nH]c2ccccc2c1=O (centres undefined)	-2	0	-3	-2	-10	-2	3	-2	-1	-10
COc1cnc(-c2ccccc2)nc1Oc1ccc(Cl)cc1C	-4	0	6	-1	8	0	-3	1	-4	5
Cc1ccc(-n2cccc2C(=O)NS(=O)(=O)c2ccc(C)cc2)cc1	-4	-6	-3	-2	5	2	10	1	-4	7
Cc1ccc(-n2sc3cc(F)ccc3c2=O)c(C)c1	92*	6	1	-4	9	11	3	-3	18	5
Cc1cccc(OCC(=O)NCCNC(=O)c2cnccn2)c1	-3	10	-4	-3	5	2	1	2	-2	1
O=C(CCCCl)Oc1ccc2cc(-c3ccc4ccccc4n3)c(=O)oc2c1	5	-2	2	-5	-13	3	-2	10	-11	-7
O=[N+]([O-])c1ccc(N=Cc2sc3ccccc3c2O)cc1	49*	-2	-1	-2	-6	-4	-1	1	-4	2
CCS(=O)(=O)c1ccc(O)c(NC(=O)COc2ccc(Br)cc2)c1	0	4	4	1	-2	-7	17	-1	-3	-2
Cc1onc(-c2ccc(Cl)cc2Cl)c1-c1csc(N/N=C/c2ccccc2Cl)n1	-1	4	-6	3	-10	3	15	-6	-4	2
Cc1ccc(S(=O)(=O)N2CCN(C(=O)CN(Cc3ccco3)Cc3cccs3)CC2)cc1	-3	-3	-2	3	1	-2	1	3	-1	-2
O=C1NC(=Nc2ccc(Cl)cc2)/C(=C/c2ccco2)S1	14	2	5	4	8	2	13	2	-49	-4
O=C1NC(=O)/C(=C\c2ccc(Oc3ccc([N+](=O)[O-])cn3)cc2)S1	-2	11	-9	-2	4	-5	9	8	-24	2
COC(=O)c1ccccc1NC(=O)C(C)Oc1ccccc1 (centres undefined)	-5	-6	-6	0	-2	-5	-1	-9	-14	3
O=C(NCc1cccnc1)c1ccc(Br)s1	-8	3	9	5	-1	0	-1	-1	0	-1
COCC(=O)N1CCC(Oc2ccc(C(=O)N3CCCCCC3)cc2)CC1	-7	-16	-4	28*	-1	3	-5	2	7	6
C=CCOc1c(Br)cc(CNn2cn[nH]c2=S)cc1OC	-1	0	1	2	8	2	2	-3	8	7
Fc1cccc(Cl)c1Cn1nnc2c(N3CCC4(CC3)OCCO4)ncnc21	-2	8	4	0	5	9	-4	3	2	1
O=C(NCCN1CCC(n2c(=O)[nH]c3ccccc32)CC1)c1ccccc1C(F)(F)F	0	6	.	3	8	-4	-2	0	7	-1
CC1=C(C(=O)Nc2ccccc2)C(c2ccc(O)cc2)N2C(=O)CSC2=N1 (centres undefined)	26*	-75	-8	-2	0	1	29	0	-58	8
CS(=O)(=O)N1CCC(C(=O)NCc2ccc(Cl)cc2Cl)CC1	-2	7	3	-3	-10	2	-2	2	-4	-7
COc1ccccc1Oc1ccccc1[N+](=O)[O-]	-4	-3	0	3	0	1	3	-8	6	-2
CCCCC(=O)Nc1c2c(nn1-c1ccc([N+](=O)[O-])cc1)CS(=O)(=O)C2	1	-2	1	0	-12	4	3	-2	-1	-1
COc1ccc(CCNC(=O)COC(=O)c2cccs2)cc1	0	-4	-3	-4	3	1	-1	-7	1	4
Cc1noc(NS(=O)(=O)c2ccc(N)cc2)c1C	7	-2	3	-3	-10	2	3	2	-2	-3
C1=CC2CCC1ON2c1ccccc1 (centres undefined)	0	11	6	-5	11	2	3	-1	4	-3
COc1ccc(CC(=O)Nc2ccc(S(=O)(=O)N3CCC(C)CC3)cc2)c(OC)c1	0	-5	-38	2	5	6	5	2	-13	-2
CCc1cc(=O)oc2cc(OCC(=O)NCC3CCC(C(=O)O)CC3)ccc12 (centres undefined)	3	3	1	0	-7	-4	1	-2	5	-3
COc1cccc(COC(=O)c2c(C)nn(-c3ccccc3)c2Cl)c1OC	-2	-3	-13	-3	4	-1	-6	4	-7	-3
Cc1ccc(S(=O)(=O)c2ccc(Cl)cc2)cc1S(=O)(=O)N1CCN(C)CC1	-2	8	0	-2	-12	-7	-6	4	-10	3
Fc1ccccc1-c1nc(NCCCN2CCOCC2)c2ccccc2n1	-3	4	-4	0	5	-3	-6	-3	2	6
COCc1nnc(NC(=O)CS(=O)(=O)Cc2ccccc2)s1	0	-2	-2	0	-3	-2	4	1	4	3
O=C(NCc1ccco1)C1CCN(Cc2ccc(F)cc2)CC1	-2	2	1	-4	-17	1	-6	1	4	1
Cc1ccc(CNC(=O)CC2C(=O)Nc3c2c(=O)n(C)c(=O)n3Cc2ccccc2)cc1 (centres undefined)	2	-3	-4	-3	-9	5	14	-1	1	1
CCN1CCCC1CN(Cc1cc2ccc(C)cc2[nH]c1=O)C(=S)Nc1ccccc1C(=O)OC (centres undefined)	-1	-6	-33	4	1	-1	-2	5	-1	-2
CC(=O)c1c(C)[n+]([O-])c2ccc3c(non3O)c12	1	0	12	-6	12	1	1	-2	6	1
O=C(NCC(=O)N1CCC2(CC1)NCCc1[nH]cnc12)c1ccccc1F	-1	2	3	1	-5	4	2	3	0	-1

Some of these compounds in order of the ABHD4 inh value, largest number first.
smiles | PRMT1 FP inh | SIAE primary | HTRA1 inh | LEDGF integ inh | TDP2 inh | GC-B act | MBD2 inh | ABHD4 inh | TCR-CD3 inh
CC(=O)c1c(C)[n+]([O-])c2ccc3c(non3O)c12 | 1 | 0 | 12 | -6 | 12 | 1 | -2 | 6 | 1
O=C(NCc1ccco1)C1CCN(Cc2ccc(F)cc2)CC1 | -2 | 2 | 1 | -4 | -17 | 1 | 1 | 4 | 1
COc1cccc(COC(=O)c2c(C)nn(-c3ccccc3)c2Cl)c1OC | -2 | -3 | -13 | -3 | 4 | -1 | 4 | -7 | -3

(more compounds)
SMILES	PRMT1 FP inh	SIAE primary	HTRA1 inh	LEDGF integ inh	TDP2 inh	GC-B act	rCAG RNA binder	MBD2 inh	ABHD4 inh	TCR-CD3 inh
O=C(CCSc1ccc(F)cc1)NNC(=O)c1ccc([N+](=O)[O-])cc1	-5	-1	-5	6	-13	4	2	-5	1	4
NCC(=O)CCC(=O)O	4	14	-4	-5	-5	2	0	7	-3	-2
COc1ccc(N2C(c3ccsc3)=Cc3cc4c(cc3C2c2c[nH]c3ccccc23)OCO4)cc1 (centres undefined)	-1	11	.	-2	9	2	22	-3	7	-6
CCCC[C@@H]1CNC(=O)C(=O)N1CCCc1cc(OC)c(OC)c(OC)c1	1	4	2	2	1	7	1	2	1	-2
Cc1onc(-c2ccccc2)c1C(=O)N1CCN(CCc2ccccc2)CC1	0	-3	-10	-2	-4	-2	1	0	1	0
CCc1nn(CCCC(=O)Nc2ccc(C)c(C)c2)c(=O)c2cc3occc3n12	11	-1	-8	-5	-13	-7	7	5	-9	-3
COC(=O)c1sc(NC(C)=O)c(C(=O)OC)c1C	3	-2	5	1	5	-3	1	-1	-4	8
O=C(Nc1ccc(F)cc1F)C1(c2cccs2)CCOCC1	4	2	3	-1	-8	4	-3	11	7	-2
Cc1cc(NC(=O)c2cc(-c3ccco3)on2)n(-c2ccccc2)n1	4	-7	-8	2	8	0	11	-3	-6	-5
COc1ccc2[nH]c3c(NCCCN4CCCC4=O)ncnc3c2c1	3	11	11	0	11	-4	3	-8	9	7
COc1ccc(N(C)C(=O)c2ccc3c(c2)nnn3C)cc1	1	-5	6	-2	1	2	-3	-6	-2	-4
N#Cc1c(N2CCN(c3ccc(F)cc3)CC2)nc(N)c2c(N)nc3c(c12)CC(=O)N3C1CC1	21	10	25	3	1	11	34	1	15	7
Cc1cc(NC(=O)c2cc(-c3ccco3)on2)nn1Cc1ccc(Cl)cc1	5	-21	-39	3	-12	-3	18	0	-35	-14
CCCN1CNc2c(c(=O)[nH]c(=S)n2-c2ccccc2Cl)C1	-4	3	-4	1	-8	2	1	-7	-5	-1
COc1ccccc1-c1cnc(C(O)c2ccc(C)cc2C)[nH]1 (centres undefined)	2	5	.	0	2	-7	0	-2	3	-3
Cc1c(/C=N\NC(=O)c2cccc(F)c2)cnn1C	-1	2	-2	0	5	7	-2	3	0	-3
NC(=O)CC(NC(=O)Cc1ccc(Cl)cc1)c1ccc(NC2CCCCC2)c([N+](=O)[O-])c1 (centres undefined)	-2	20*	-2	3	-5	-6	7	-6	-2	-4

Quoted at random: two compounds from above, in no set order.
SMILES	PRMT1 FP inh	SIAE primary	HTRA1 inh	LEDGF integ inh	TDP2 inh	GC-B act	rCAG RNA binder	MBD2 inh	ABHD4 inh	TCR-CD3 inh
NCC(=O)CCC(=O)O	4	14	-4	-5	-5	2	0	7	-3	-2
CCc1nn(CCCC(=O)Nc2ccc(C)c(C)c2)c(=O)c2cc3occc3n12	11	-1	-8	-5	-13	-7	7	5	-9	-3

The list is partial; count on the stated rates, not on these rows.
